TDP1 inh – qHTS Assay for Inhibitors of Tyrosyl-DNA Phosphodiesterase (TDP1) | AID 485290, 2010 | Potency, µM (series often up to 130 µM), without a hit: at the top dose activity change, negative = inhibition, hits mostly inhibitors | 0.28% of 350,000 active | recombinant TDP1, AlphaScreen DNA substrate cleavage; also: nearly all actives have a fitted effect of over 40% in size
Target sequence (Q9NUW8 whole entry, looked up): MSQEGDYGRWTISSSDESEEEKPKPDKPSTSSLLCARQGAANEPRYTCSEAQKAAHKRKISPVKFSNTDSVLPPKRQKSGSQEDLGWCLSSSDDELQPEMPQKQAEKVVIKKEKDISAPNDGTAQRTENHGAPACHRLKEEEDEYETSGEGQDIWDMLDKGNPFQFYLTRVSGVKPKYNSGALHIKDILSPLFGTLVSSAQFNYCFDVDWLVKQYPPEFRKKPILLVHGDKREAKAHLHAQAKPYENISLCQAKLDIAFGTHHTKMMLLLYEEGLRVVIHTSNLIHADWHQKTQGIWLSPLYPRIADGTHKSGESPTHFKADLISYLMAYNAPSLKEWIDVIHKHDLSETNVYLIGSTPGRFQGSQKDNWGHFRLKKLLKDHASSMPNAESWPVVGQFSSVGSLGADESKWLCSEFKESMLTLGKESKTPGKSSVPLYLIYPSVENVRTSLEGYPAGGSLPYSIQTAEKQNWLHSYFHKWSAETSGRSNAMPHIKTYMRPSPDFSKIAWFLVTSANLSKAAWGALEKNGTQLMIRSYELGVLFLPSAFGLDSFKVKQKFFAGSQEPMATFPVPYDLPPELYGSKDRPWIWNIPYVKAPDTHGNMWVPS
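AlphaScreen read-out: signal falls as enzyme removes the 3' tyrosine-FITC from a 5'-biotinylated DNA oligo (15 nM, 5 min, RT). Enzyme was E. coli-made recombinant Tdp1 at 1 nM, exposed to compound for 15 min beforehand; beads 10 ug/ml, 10 min.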
N370S GC mod – qHTS Assay for Inhibitors and Activators of N370S glucocerebrosidase as a Potential Chaperone Treatment of Gaucher Disease. Potency, µM (series often up to 59.4 µM), for inactives: at the top dose activity change, negative = inhibition, hits mostly inhibitors. 0.092% of 330,000 active. AID 2101, 2009. N370S GC spleen homogenate, 4MU-glucoside fluorescence;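 also: 0% = full enzyme activity and -100% = no enzyme basal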
FEN1 inh – qHTS Assay for the Inhibitors of Human Flap endonuclease 1 (FEN1) | Recombinant FEN1 flap cleavage, fluorescence, 15 min | 0.35% of 390,000 active | P39748 | Potency, µM (top dose mostly 114 µM), without a hit: top-dose activity change, negative = inhibition, most hits filed as inhibitors; also: nearly all actives have a fitted effect of over 65% in size
Target sequence (P39748 whole entry, looked up): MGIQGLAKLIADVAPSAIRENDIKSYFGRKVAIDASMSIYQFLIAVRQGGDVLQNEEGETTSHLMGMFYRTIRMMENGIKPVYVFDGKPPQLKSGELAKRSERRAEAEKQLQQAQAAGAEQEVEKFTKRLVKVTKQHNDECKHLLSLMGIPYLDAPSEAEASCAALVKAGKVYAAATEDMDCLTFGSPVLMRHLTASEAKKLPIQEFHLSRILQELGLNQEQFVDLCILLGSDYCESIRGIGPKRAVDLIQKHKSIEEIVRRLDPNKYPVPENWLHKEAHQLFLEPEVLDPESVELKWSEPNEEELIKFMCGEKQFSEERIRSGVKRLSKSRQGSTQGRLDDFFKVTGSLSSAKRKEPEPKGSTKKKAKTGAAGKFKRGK
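Read-out was taken twice, immediately and after 15 min, following addition of 50 nM substrate to 10 nM FEN1 that had sat with test compound for 15 min at room temperature. Curves came from a four-parameter Hill model.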
The depositor's hits bear a star; ? = inconclusive; · = not tested or not shown; & = joins results of further samples; [ ] = another dose, or the depositor's remark. Calls follow the shape of the dose curve; as a rule, active = well fitted curve in the direction sought with a large enough effect; inconclusive = small, poorly fitted or top-dose-only effect, or another doubt; inactive = no such curve, though single readings can be large; an effect the other way counts as inactive or inconclusive. Unless noted, % is scaled to controls: 0 for no effect and ±100 for the full control effect; potency is read from the fitted curve at half-maximal effect. This is a random part of the collection; 0.57% or so of the library scored in one or more.

SMILES	TDP1 inh	N370S GC mod	FEN1 inh
COC(=O)C1=C(NC(=O)COc2ccc3ccccc3c2)CCS1	-1%	7%	1%
O=C(Nc1ccccc1)N(Cc1c[nH]c2ccccc12)C1CCCCCC1	5%	·	-19%
N[C@@H](Cc1ccccc1)C(=O)N1CCC(C(=O)NCC(=O)Nc2ccc(F)cc2)CC1	5%	-20%	-4%
CCn1c(CNC(=O)c2ccccc2F)nnc1SCCOc1ccccc1	5%	7%	4%
COc1ccc(Br)c(C(=O)OCC(=O)NC2CCCCCC2)c1	0%	·	-7%
CCOC(=O)C1CCCN(S(=O)(=O)c2cc(C(=O)OC)n(C)c2)C1 (configuration not stated)	·	-8%	-2%
Cc1ccc(CNC(=O)C(C)C2Sc3ccccc3NC2=O)cc1 (configuration not stated)	·	4%	-2%
CN(C)S(=O)(=O)c1ccc2oc(SCC(=O)c3c(N)n(C4CC4)c(=O)[nH]c3=O)nc2c1	-1%	·	22%
CCOC(=O)c1cc(CC)sc1NC(=O)c1ccc([N+](=O)[O-])c(N2CCOCC2)c1	3%	8%	-6%
CC1CCCCN1S(=O)(=O)c1cc2c(=O)nc3ccccn3c2cc1Cl (configuration not stated)	5%	·	19%
Cc1cccn2c(=O)c3cc(C(=O)NCC4CCCO4)c(=N)n(Cc4ccc(F)cc4)c3nc12 (configuration not stated)	4%	14%	0%
COc1ccc(CCN(Cc2ccc(C(C)C)cc2)S(=O)(=O)c2ccc(S(=O)(=O)N(C)C)cc2)cc1OC	8%	-3%	-4%
COc1ccc(CNC(=O)CNC(c2ccccc2)c2ccccc2)cc1OC	4%	-12%	4%
O=C(O)c1cc2cccc(S(=O)(=O)N3CCCCC3)c2cc1O	-11%	0%	1%
Cc1cc(=O)c2ccc(Cl)cc2[nH]1	4%[234 µM]	8%[136 µM]	-10%
CCOC(=O)c1ccc(NC(=O)CC2C(=O)N(c3cccc(OC)c3)C(=O)N2C2CCCCC2)cc1 (configuration not stated)	4%	·	-5%
CC1CCN(C(=O)C(Cc2ccccc2)n2cccc2)CC1 (configuration not stated)	4%	5%	16%
Cc1ccccc1N=C1NN=C(c2ccccc2F)CS1	5%	-16%	-24%
CCOC(=O)c1c(NC(=O)CSc2nncs2)sc(C)c1-c1ccccc1	-3%	29%	1%
CCOC(=O)/C(C#N)=C/c1ccc(N2CCCCC2)cc1	?	18%	-5%
COc1ccc(-c2cc(=O)[nH]c(=O)[nH]2)cc1	-12%	2%	-18%
COc1ccc(-c2cc(=O)c3ccccc3s2)cc1	6%	8%	?
CCN(CC(=O)Nc1ccc(NC(C)=O)cc1)C(=O)CCN1C(=O)C2CC=CCC2C1=O (configuration not stated)	-7%	-5%	-3%
COC(=O)CCSc1nc2sc3c(c2c(=O)n1Cc1ccccc1)CCC(C(C)(C)C)C3 (configuration not stated)	5%[12.3 µM]	·	-7%
Cc1cc(N2C(=O)C(O)=C(C(=O)c3cc4ccccc4o3)C2c2cccs2)no1 (configuration not stated)	7%	-10%	?

Among those listed so far, these have an aryl methoxy group.
SMILES	TDP1 inh	N370S GC mod	FEN1 inh
COc1ccc(Br)c(C(=O)OCC(=O)NC2CCCCCC2)c1	0%	·	-7%
COc1ccc(CCN(Cc2ccc(C(C)C)cc2)S(=O)(=O)c2ccc(S(=O)(=O)N(C)C)cc2)cc1OC	8%	-3%	-4%
COc1ccc(CNC(=O)CNC(c2ccccc2)c2ccccc2)cc1OC	4%	-12%	4%
CCOC(=O)c1ccc(NC(=O)CC2C(=O)N(c3cccc(OC)c3)C(=O)N2C2CCCCC2)cc1 (configuration not stated)	4%	·	-5%
COc1ccc(-c2cc(=O)[nH]c(=O)[nH]2)cc1	-12%	2%	-18%
COc1ccc(-c2cc(=O)c3ccccc3s2)cc1	6%	8%	?

The results go on:
SMILES	TDP1 inh	N370S GC mod	FEN1 inh
CC(C)C(=O)Nc1ccc(C(=O)NC2CCSC2=O)cc1 (configuration not stated)	3%	-7%	2%
CC1=C(C#N)C2(O)C(=O)c3ccccc3C2(O)N1 (configuration not stated)	-1%	-11%	-1%
Cc1cccc(-n2c(SCC(=O)NC3CCCC3)nnc2-c2ccoc2C)c1	0%	2%	1%
COc1cccc(N(CC(=O)NCc2cccnc2)S(C)(=O)=O)c1	4%	-11%	-2%
C=CCN(CC=C)S(=O)(=O)c1ccc2nsnc2c1	3%	-8%	-8%
CCCCCC(=O)N1CCCC1	-3%	3%	16%
CCCc1nc(SCC(=O)N2CCN(c3ccccc3)CC2)c2c(=O)n(C)c(=O)n(C)c2n1	3%	2%	3%
COc1ccc(CC(=O)NNC(=O)COc2ccc3ccccc3c2)cc1	-5%	19%	-10%
Cc1ccn2c(=O)cc(COc3ccc(NC(=O)COc4ccc(C)c(C)c4)cc3)nc2c1	8%	·	-8%
CC(Sc1nnc(-c2ccccc2F)n1C1CC1)C(=O)NC(N)=O (configuration not stated)	0%	0%	6%
COc1ccc(NC(=O)Cn2cc(S(=O)(=O)c3ccc(C)cc3)c(=O)c3ccccc32)cc1OC	6%	·	-4%
COc1cc(OC)cc(-c2c(C#Cc3ccsc3)c3cc(-c4ccc(SC)cc4)ccc3n2C)c1	0%	·	5%
CCc1cccc(CC)c1NC(=O)CCCSc1nc2ccccc2s1	-3%	12%	0%
CS(=O)(=O)N1CCN(c2ccc(C(=O)N3CCOCC3)cc2[N+](=O)[O-])CC1	-1%	1%	4%
c1ccc(-c2noc(COc3ccc4c(c3)OCO4)n2)cc1	7%	-1%	-4%
C=CCn1c(SCC(=O)N(C)CC(=O)Nc2ccc(C)cc2)nnc1-c1ccncc1	0%	·	-5%
COc1ccc(-c2csc(/C(C#N)=C/Nc3cc4oc5ccccc5c4cc3OC)n2)cc1	2%	-7%	5%
Cc1cc2cc(CNC(=S)Nc3ccc(OC(F)F)cc3)ccc2n1C	5%	12%	-1%
Cc1cc2c(cc1S(=O)(=O)N1CCC(C)CC1)OCC(=O)N2	3%	·	-2%
Cc1ccc(-c2[nH]ncc2/C=C(\C#N)C(=O)NC2CCCCC2)cc1	5%	-18%	-15%
O=C(CN1C(=O)NC2(CCCCC2)C1=O)NNC(=O)C1CC1	1%	·	24%
CCc1ccccc1NC(=O)CC1S/C(=N\c2nccs2)N(CC)C1=O (configuration not stated)	4%	13%	-6%
O=C(CN1C(=O)NC2(CCCCCC2)C1=O)Nc1ccc(Cl)cc1Cl	1%	·	-21%
CNC(=S)Nn1cnc2ccccc21	3%	5%	27%
Cc1nn(C)c2c1c(C(F)(F)F)cc(=O)n2CC(=O)N1CCCCC1C (configuration not stated)	6%	·	-2%
Next results.
SMILES	TDP1 inh	N370S GC mod	FEN1 inh
COc1ccc2c(c1)sc(N)[n+]2Cc1cc(C)cc2cccnc12	3%	25%	?
C=C[C@@]1(C)CC(=O)[C@]2(O)[C@@]3(C)[C@@H](O)CCC(C)(C)[C@@H]3[C@H](O)[C@H](OC(C)=O)[C@@]2(C)O1	9%	·	19%
CC(=O)NC(C)C12CC3CC(CC(C(=O)O)(C3)C1)C2 (configuration not stated)	2%	3%	-14%
CC1CCN(C(c2ccc(N(C)C)cc2)c2nnnn2C(C)(C)C)CC1 (configuration not stated)	7%	16%	4%
CCOC(=O)Oc1ccc(C(=O)OCCCN(C)C)cc1OC	1%	-2%	-16%
COc1ccc(NC(=O)Cn2nc(C(F)(F)F)c3c2CCCC3)cc1OC	2%&2%	-7%	6%&0%
COc1cccc(C(c2c(C)[nH]n(-c3ccccc3)c2=O)c2c(C)[nH]n(-c3ccccc3)c2=O)c1O	0%	3%	-26%
Cc1ccc(SCC(=O)OCC(=O)NCCc2ccccc2)cc1C	-6%	·	8%
O=C1NC2C(NC(=O)N2C2CCCCC2)N1C1CCCCC1 (configuration not stated)	-2%	4%	0%
O=C(CN1C(=O)c2ccccc2S1(=O)=O)NCCSCc1cccc(Cl)c1	·	-1%	0%
Cc1cc(Nc2cccc(F)c2)n2ncnc2n1	0%	6%	-10%
COc1cccc(/C=N/NC(=O)CN(C2=NS(=O)(=O)c3ccccc32)c2ccccc2)c1	3%	-2%	-2%
Cc1ncsc1C(=O)N1N=C2/C(=C/c3ccccc3)CCCC2C1c1ccccc1 (configuration not stated)	-5%	20%	-15%
CCN(CC)S(=O)(=O)c1ccc(C(=O)OCC(=O)NCCN2C(=O)CSC2=O)cc1	8%	5%	0%
COc1ccc(OC)c(C2NC(=O)NC(C)=C2C(=O)OC2CCCCC2)c1 (configuration not stated)	·	5%	-6%
Cc1ccc(CSc2nc3ccsc3c(=O)n2CCC(C)C)cc1	-1%	·	-15%
O=C1c2ccccc2C(=O)N1CCCc1cn(C[C@H]2CC[C@H](Cn3cc(CCCN4C(=O)c5ccccc5C4=O)nn3)O2)nn1	0%[56.1 µM]	·	2%
Cc1ccc(S(=O)(=O)N2CCCC(c3nnc4n3-c3ccccc3SC4)C2)cc1 (configuration not stated)	8%	5%	-12%
O=C(COC(=O)Cn1cnc2ccccc2c1=O)Nc1ccccc1Sc1ccc(Cl)cc1	0%	14%	0%
Cc1ccnc(NC(=O)CNC(=O)c2ccc(Br)o2)c1	·	-11%	4%
O=C(Nc1ccccc1)N(C1=NCCCCS1)c1cccc2ccccc12	5%	4%	-9%
CCCCCCCCn1ccc(=N)cc1	6%	-5%	-1%
CCOc1ccc(OCc2ccc(C(=O)Nc3cccc(C)n3)o2)cc1	2%	-4%	-9%
O=C(NCc1ccccc1)N1CCN(c2ccccc2)CC1	5%	3%	-11%
CN(c1ccccc1C(=O)NCc1ccccn1)S(C)(=O)=O	14%	-13%	-5%
Remaining list, next part:
SMILES	TDP1 inh	N370S GC mod	FEN1 inh
CCOC(=O)c1c(C)c(C(=O)NCc2ccc3c(c2)OCO3)c(C)n1CC	0%	11%	-1%
O=C(NCc1ccco1)c1ccc(Cl)cc1[N+](=O)[O-]	·	-3%	22%
CCNC(=S)Nc1ccc(-c2nc3ccccc3[nH]2)cc1	8%	3%	6%
COc1cccc(NC(=O)c2ccc3c(c2)OCO3)c1	6%	-7%	16%
Clc1ccc(CSc2ccc(-c3ccccn3)nn2)cc1	-5%	4%	10%
O=C(NCc1ccc(F)cc1)NC(=O)c1ccc(Cl)cc1	7%	1%	-13%
Oc1ccc(N2CCN(Cc3ccc(OCCCN4CCCCC4)cc3)CC2)cc1	0%	3%	-18%
O=C(C1=C[C@@H](c2ccccc2)C[C@@H](OCc2ccc(CO)cc2)O1)N1CCCCCCC1	3%	?	-24%
Cn1c(COc2ccc3ccccc3c2)nnc1SCC(=O)OC1CCCCC1	0%	6%	-21%
CC(C)CNC(=O)CCSc1nc(-c2ccc3c(c2)OCO3)cc(C(F)(F)F)n1	0%	·	19%
C=C(C)CSc1nnc([C@@H](NC(=O)OC(C)(C)C)C(C)CC)o1 (some centres not stated)	2%	-2%	6%
CCCN(CCC)CC(O)COc1ccc([N+](=O)[O-])cc1 (configuration not stated)	-2%	-8%	1%
COc1cccc(-c2nc(N3CCN(C)CC3)c3ccccc3n2)c1O	-1%	-10%	50µM*
CC(C)OCCCn1c(=NC(=O)c2ccncc2)c(C#N)cc2c(=O)n3ccccc3nc21	7%	2%	1%
COc1cc(CN2CCC(C(=O)N3CCN(c4ccccc4F)CC3)CC2)cc(OC)c1OC	-2%	-4%	-2%
Cc1cc(C)c(S(=O)(=O)N2CCN(C(=O)N(C)C)CC2)c(C)c1	-14%	-1%	5%
CC(C(=O)NCc1cccc(Cl)c1)N1C(=O)c2ccccc2C1=O (configuration not stated)	-4%	5%	14%
COc1cccc(/C=C/C(=O)OCC(=O)NCc2ccco2)c1OC	7%	5%	-3%
CCOc1ccc(NC(=O)CN(C)C(=O)CSCc2c(C)noc2C)cc1OCC	1%	8%	-4%
CCN(CC)CCOCCOC(=O)C(CC)(CC)c1ccccc1	6%	-1%	6%
CCOC(=O)/C=C(\C)Sc1cc(O)c2ccccc2c1O	10%	-1%	?
O=C(COC(=O)c1ccccc1[N+](=O)[O-])NCCCc1ccccc1	·	4%	16%
CN(C)CCN(Cc1cccs1)c1ccccn1	5%	-5%	-6%
CCCC1CCC(c2ccc(C(N)=O)cc2)CC1 (configuration not stated)	-2%	11%	2%
CC1Nc2ncnc(N3CCOCC3)c2N(Cc2ccc(Cl)cc2)C1=O (configuration not stated)	·	-6%	-17%
C/C(N)=C(/C#N)C(=O)CSc1ccc2c(c1)OCCO2	5%	20%	3%

6 records drawn at random from those above:
SMILES	TDP1 inh	N370S GC mod	FEN1 inh
CCN(CC)CCOCCOC(=O)C(CC)(CC)c1ccccc1	6%	-1%	6%
CC(C(=O)NCc1cccc(Cl)c1)N1C(=O)c2ccccc2C1=O (configuration not stated)	-4%	5%	14%
CCOc1ccc(NC(=O)CN(C)C(=O)CSCc2c(C)noc2C)cc1OCC	1%	8%	-4%
CN(C)CCN(Cc1cccs1)c1ccccn1	5%	-5%	-6%
COc1cccc(/C=C/C(=O)OCC(=O)NCc2ccco2)c1OC	7%	5%	-3%
Cc1cc(C)c(S(=O)(=O)N2CCN(C(=O)N(C)C)CC2)c(C)c1	-14%	-1%	5%

High-throughput results deposited in PubChem BioAssay by National Center for Advancing Translational Sciences (NCATS).
